Source: PubChem BioAssay (several laboratories)
M4 antag – human M4 muscarinic receptor antagonists, primary screen, CHO cells, Fluo-8 calcium fluorescence; CHO-hM4 cells, ACh EC80; inhibition, % at 3 µM; Muscarinic acetylcholine receptor M4 (Homo sapiens), P08173; actives 0.73% (n = 360,000); AID 624125, 2012;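 active = inhibition above its plate's cutoff, the mean inhibition of sample wells plus 3 SD, cut at about 27% in these data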;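 also: 0% = acetylcholine EC80 with DMSO and 100% = DMSO without agonist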
Target sequence (P08173 whole entry, looked up): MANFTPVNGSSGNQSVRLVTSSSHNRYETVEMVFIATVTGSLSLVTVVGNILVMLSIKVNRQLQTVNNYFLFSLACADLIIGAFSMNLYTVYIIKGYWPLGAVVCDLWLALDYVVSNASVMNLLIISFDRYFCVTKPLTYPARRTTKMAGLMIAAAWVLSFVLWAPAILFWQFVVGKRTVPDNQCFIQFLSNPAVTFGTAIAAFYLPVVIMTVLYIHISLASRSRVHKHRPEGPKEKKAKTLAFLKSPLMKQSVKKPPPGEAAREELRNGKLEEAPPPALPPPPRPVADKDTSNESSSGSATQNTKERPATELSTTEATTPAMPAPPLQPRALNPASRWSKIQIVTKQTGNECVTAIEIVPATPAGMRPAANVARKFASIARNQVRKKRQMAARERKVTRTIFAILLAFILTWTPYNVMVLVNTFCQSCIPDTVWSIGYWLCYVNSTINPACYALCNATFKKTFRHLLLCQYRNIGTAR
CHRM4 agonist – human M4 muscarinic receptor agonists, primary screen, CHO-K1 cells, Fluo-8 calcium fluorescence; CHO-K1 hM4/Gqi5; vehicle 0%, full acetylcholine response 100%; activation, % at 3 µM; actives 0.14% (n = 360,000); Muscarinic acetylcholine receptor M4 (Homo sapiens), P08173; AID 624127, 2012;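 active = activation above the run mean over all test wells plus 3 SD, cut at about 32% in these data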;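 also: peak over basal fluorescence ratio per well then scaled between controls; 0% = DMSO wells and 100% = acetylcholine at EC100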
M5 PAM – human M5 muscarinic receptor positive allosteric modulators, primary screen, CHO-K1 cells, Fluo-8 calcium fluorescence. activation, % at 3 µM. AID 624038, 2012. actives 0.3% (n = 360,000). CHO-K1 hM5, ACh EC20 PAM; 0% = ACh EC20, 100% = ACh EC100;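 active = activation above the run cutoff, the mean activation of all test compounds plus 3 SD, cut at about 18% in these data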
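Assay system – human M5 receptor in CHO-K1 cells · Read-out – % activation, ACh-normalized · Technique – Fluo-8 calcium fluorescence · Dosing – single-point, 3 µM nominal · Incubation – Fluo-8 loading 80 min at 37 °C plus 30 min room temperature · Repeats – singlicate, one well per test compound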
M5 ag – human M5 muscarinic receptor agonists, primary screen, CHO-K1 cells, Fluo-8 calcium fluorescence; Muscarinic acetylcholine receptor M5 (Homo sapiens), P08912; CHO-K1 hM5 cells; 0% DMSO wells, 100% maximal acetylcholine response; activation, % at 3 µM; actives 0.19% (n = 360,000); AID 624037, 2012;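 active = activation above the run's mean over test compounds plus 3 SD, cut at about 23% in these data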;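 also: signal is peak over basal fluorescence ratio across the kinetic read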
M5 antag – human M5 muscarinic receptor antagonists, primary screen, CHO cells, Fluo-8 calcium fluorescence | CHO-hM5 cells, ACh EC80 | inhibition, % at 3 µM | actives 0.59% (n = 360,000);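 active = inhibition above a per-plate cutoff, the mean of that plate's test compounds plus 3 SD, cut at about 27% in these data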;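 also: 0% = acetylcholine EC80 with DMSO and 100% = DMSO without agonist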
CRFR2-BP antag – antagonists of CRF-BP/CRF-R2 complex, primary screen, cell-based, HEK293, calcium dye fluorescence, uHTS; AID 588475, 2011; actives 0.59% (n = 350,000); CRF-induced calcium fluorescence; inhibition, % at 11.8 µM;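 active = inhibition of the ligand-induced calcium signal above about 50% at the single tested concentration, limit read from the data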
CHRM1 PAM – human M1 muscarinic receptor positive allosteric modulators, primary screen, CHO-K1 cells, Fluo-8 calcium fluorescence, 1536-well; actives 0.088% (n = 360,000); CHO-K1 hM1, ACh EC20; 0% = ACh EC20, 100% = maximal ACh; Muscarinic acetylcholine receptor M1 (Homo sapiens), P11229; activation, % at 3 µM; AID 588819, 2011; in the data active = activation above about 19%, passing the limit was not always enough
Target sequence (P11229 whole entry, looked up): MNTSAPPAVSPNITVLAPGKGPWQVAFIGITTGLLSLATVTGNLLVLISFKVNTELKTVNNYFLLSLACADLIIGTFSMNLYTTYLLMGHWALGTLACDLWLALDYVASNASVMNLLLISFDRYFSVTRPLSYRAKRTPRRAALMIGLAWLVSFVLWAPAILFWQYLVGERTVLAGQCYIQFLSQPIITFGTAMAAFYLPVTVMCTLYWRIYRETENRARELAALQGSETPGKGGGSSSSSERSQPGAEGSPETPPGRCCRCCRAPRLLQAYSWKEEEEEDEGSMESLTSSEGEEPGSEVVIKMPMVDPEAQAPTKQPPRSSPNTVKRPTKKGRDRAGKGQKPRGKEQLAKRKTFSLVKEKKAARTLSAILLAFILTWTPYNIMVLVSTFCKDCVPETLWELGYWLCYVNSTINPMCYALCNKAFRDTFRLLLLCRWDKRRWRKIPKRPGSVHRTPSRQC
CRFR2-BP ag – agonists of CRF-BP/CRF-R2 complex, primary screen, cell-based, HEK293, calcium dye fluorescence, uHTS | activation, % at 13.2 µM | actives 0.46% (n = 350,000) | CRF-binding protein / CRF receptor 2 complex (human) | AID 588473, 2011 | calcium dye fluorescence (FLIPR); percent of saturating CRF peptide response;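 active = activation of at least 50%, plus an integration ratio under a set limit after plate pattern correction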;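 also: plate controls were neutral control wells without compound for no effect and CRF at EC100 for full effect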
CHRM4 PAM – human M4 muscarinic receptor positive allosteric modulators, primary screen, CHO-K1 cells, Fluo-8 calcium fluorescence | CHO-K1 hM4/Gqi5, ACh EC20; 0% = ACh EC20, 100% = maximal ACh | AID 624126, 2012 | activation, % at 3 µM | actives 0.4% (n = 360,000);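 active = activation above its plate's cutoff, the mean activation of sample wells plus 3 SD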; also: some results filed as inactive read as strong as hits
* hit, by the source's call; / = not tested or not shown.

Compound	M4 antag	CHRM4 agonist	M5 PAM	M5 ag	M5 antag	CRFR2-BP antag	CHRM1 PAM	CRFR2-BP ag	CHRM4 PAM
CCNC(=O)NC(=O)COC(=O)CCCSc1nc2ccccc2s1	-12	5	-1	-2	3	0	3	0.9	-3
O=C(/C=C/c1ccco1)Nc1ccc2c(c1)OCCO2	-1	1	5	-1	6	18	5	-5.9	4
O=C(CC1NCCNC1=O)Nc1ccc(Cl)c(Cl)c1 (stereo not given)	4	1	4	-3	-4	34	7	-0.6	2
Cc1ccc(S(=O)(=O)N(CCO)Cc2cc3ccc(C)c(C)c3[nH]c2=O)cc1	10	4	-1	3	-8	-22	3	1.2	0
CCc1nnc(NS(=O)(=O)c2ccc(NC(=S)NC(=O)/C=C/c3ccc(F)cc3)cc2)s1	5	1	-6	-1	3	44	-4	-0.7	-4
CCO/N=C(/c1nonc1N)N1CCN(c2ccc([N+](=O)[O-])cc2)CC1	2	6	-12	-8	-2	-20	1	-1.6	-6
CN1CCN(CC(=O)Nc2nc(-c3c[nH]c4ccccc34)cs2)CC1	3	1	1	-6	8	-12	-7	3.1	-6
O=C(CN1CCN(S(=O)(=O)c2cccc(Cl)c2)CC1)NCC1(N2CCOCC2)CCCCC1	-8	3	8	-5	1	3	4	-1.4	4
Cc1ccc(C(C)C)c2c1C(c1ccc3c(c1)OCO3)CC(=O)O2 (stereo not given)	-5	16	-6	15	0	-8	-1	66*	-5
CC1=CC(C)(C)N(C(=O)CSc2ncn[nH]2)c2ccc(C)cc21	6	1	0	-1	5	3	1	-0.6	5
CCOc1ccc(NC(=O)CCNS(=O)(=O)c2ccc3c(c2)oc(=O)n3C)cc1	1	1	-3	-4	-1	2	-3	-0.8	-1
O=C(CSc1nnc(-c2c[nH]c3ccccc23)o1)N1CCCCC1	-2	5	1	6	-9	-27	4	-2.2	3
O=C(CSc1nnc(C2COc3ccccc3O2)o1)N1CCN(c2ccccc2)CC1 (stereo not given)	-2	0	-8	0	10	31	0	-1.8	-11
Cc1occc1C(=O)Nc1sc2c(c1C(N)=O)CCC(C(C)(C)C)C2 (stereo not given)	3	1	4	4	-10	19	12	3.1	29*
COc1ccc(-c2noc(CNC(=O)c3ccc4c(c3)OCO4)n2)cc1OC	2	0	-4	-1	10	-4	12	-1.2	-5
COCOc1ccc(C=O)c(OCOC)c1	4	1	-12	1	9	5	5	-1.3	-2
FC(F)(F)c1nc2ccccc2n2c(-c3c(Cl)cccc3Cl)nnc12	5	0	13	-6	-9	-11	10	-3.9	5
Cc1cccc(-c2n[nH]c(=S)n2/N=C/c2ccco2)c1	-6	-1	10	-12	-2	21	4	-5.1	-12
COc1ccc(OC)c(S(=O)(=O)NCc2cn3ccsc3n2)c1	-3	2	-4	-3	17	21	11	0.5	9
COc1cc(C(=O)NCCCN(C)C)ccc1OCC(=O)Nc1cccc(C(F)(F)F)c1	5	2	4	-6	7	-42	3	0.5	10
CCOC(=O)c1c(C)[nH]c(C(=O)OCc2nc3ccsc3c(=O)[nH]2)c1C	-11	5	2	1	-1	-6	-1	-1.1	-3
CNC(=O)c1[nH]nc2c1CCc1ccccc1-2	2	2	1	0	7	-4	7	0.9	-1
CCOC(=O)c1ccc(NC(=O)CCNS(=O)(=O)c2cc(Br)cnc2N)cc1	2	3	0	-3	2	-21	9	1.2	-9
CC(C)c1ccc(-c2nc(N3CCOCC3)[nH]c(=O)c2C#N)cc1	-3	1	-2	0	0	4	7	0.3	10
Cc1ccc(Oc2ccccc2)c(NC=O)c1	-13	0	7	-3	-5	-21	7	-0.6	3

A stretch taken from the entries so far, for reference:
Compound	M4 antag	CHRM4 agonist	M5 PAM	M5 ag	M5 antag	CRFR2-BP antag	CHRM1 PAM	CRFR2-BP ag	CHRM4 PAM
CCNC(=O)NC(=O)COC(=O)CCCSc1nc2ccccc2s1	-12	5	-1	-2	3	0	3	0.9	-3
O=C(/C=C/c1ccco1)Nc1ccc2c(c1)OCCO2	-1	1	5	-1	6	18	5	-5.9	4
O=C(CC1NCCNC1=O)Nc1ccc(Cl)c(Cl)c1 (stereo not given)	4	1	4	-3	-4	34	7	-0.6	2
Cc1ccc(S(=O)(=O)N(CCO)Cc2cc3ccc(C)c(C)c3[nH]c2=O)cc1	10	4	-1	3	-8	-22	3	1.2	0

(continued)
Compound	M4 antag	CHRM4 agonist	M5 PAM	M5 ag	M5 antag	CRFR2-BP antag	CHRM1 PAM	CRFR2-BP ag	CHRM4 PAM
O=C1CSC(c2cn(-c3ccccc3)nc2-c2ccc3c(c2)OCCO3)N1CCN1CCOCC1 (stereo not given)	0	7	0	2	-2	34	-1	-0.8	0
Cc1cc(C)nc(SCSc2nc(C)cc(C)n2)n1	13	0	-7	-2	11	1	-6	-3.9	3
COc1ccc(Cc2ccc(OC)c(N)c2)cc1N	-2	0	-1	0	3	-10	6	-0.3	-6
COc1ccc(N2CCN(c3ccc(NC(=O)C4CCCCC4)cc3C#N)CC2)cc1	1	1	-4	0	-4	12	4	-0.4	-4
COc1ccc(C(=O)NCC(=O)N2CCN(c3ccccc3)CC2)cc1	8	2	2	-1	1	8	12	-1.6	-3
COc1ccc(-n2c(C)c(C(C)=O)c3cc(OC(C)=O)ccc32)cc1	15	0	-5	-10	6	-16	8	-1.2	-4
Cc1cc2occ(CC(=O)N(CC(C)C)c3c(N)n(Cc4ccccc4)c(=O)[nH]c3=O)c2cc1C	-5	0	7	-2	3	-15	-5	4.0	-1
O=C(COC(=O)c1ccccc1O)NCc1ccccc1Cl	-6	3	-3	-4	4	9	8	-0.4	3
COc1ccc(CCNC(=O)CCC(=O)NC2CCCCC2)cc1OC	-3	1	6	-4	16	-4	14	0.2	9
Cc1cccc(C)c1-n1c(C)cc(/C=C2\NC(=O)NC2=O)c1C	1	0	0	-2	-4	-35	5	-0.9	36*
COc1cc(C(=O)NC(=S)Nc2ccccc2N2CCOCC2)cc(OC)c1OC	-12	8	-4	-4	10	-2	-1	-1.7	-3
O=C(c1ncc[nH]1)c1ccco1	5	0	7	0	-6	11	-1	-0.3	2
CCCCc1nnc(NC(=O)Cn2cnc3ccccc3c2=O)s1	-1	1	-6	1	8	2	2	0.6	-4
Cc1ccc([C@H]2C[C@@H](O)[C@H](n3cc(COC(=O)c4ccccc4)nn3)CN2C(=O)c2cccs2)cc1	-11	9	-5	0	8	0	-4	-1.9	-3
O=C1NC(CCc2ccccc2)C(=O)N1Cc1ccccc1Cl (stereo not given)	-9	2	-5	6	0	-53	10	0.4	5
O=C(Cn1nnc(-c2cccs2)n1)N1CCOCC1	-11	0	1	-1	14	-2	11	1.0	4
Cc1nnc(N/N=C/C(C)c2ccccc2)[nH]c1=O (stereo not given)	3	0	13	-1	-12	-6	15	2.2	16
O=C(Cc1ccccc1C(=O)O)Nc1cccc2ccccc12	8	1	8	1	-14	-2	4	-0.4	-9
CCCCNC(=O)CN1C(=O)NC2NC(=O)NC21 (stereo not given)	-2	0	-11	2	-3	-2	-7	3.2	-6
CC(C)CNc1ncnc2c1ncn2[C@H]1CN(CCN2CCOCC2)C[C@@H](CO)O1	-8	0	0	0	16	/	3	/	5
O=C(NCCCN1CCCC1)c1cc2c(Cl)nc3ccccc3c2s1	0	0	12	0	-11	17	3	-1.4	-6
CCNC(=O)n1nccc1C(C)Oc1ccccc1 (stereo not given)	-2	0	-1	-3	0	11	4	0.3	-1
Fc1ccc(CNC(=S)NCc2ccc(F)cc2)cc1	-13	8	-7	-3	0	14	-7	-0.3	-7
COc1ccc(S(=O)(=O)N2CCCOC2CNC(=O)C(=O)NCc2ccncc2)cc1 (stereo not given)	2	2	0	-1	-2	4	6	-1.5	-1
CCOc1ccc(C(=O)NCC2CCCO2)cc1 (stereo not given)	6	0	-5	2	5	7	2	-1.4	-6
Cn1cccc1/C=C1\SC(=O)N(CC(=O)Nc2ccc(F)cc2)C1=O	-3	13	1	6	3	-10	-10	-1.0	-7
COC(=O)[C@@]12C[C@@H](CC(=O)N3CCCC3)C(=O)N(Cc3cccc4ccccc34)C1=CCC(C)(C)C2	0	9	-7	0	19	/	/	/	-4
O=C(NN=C1CCCCCC1)c1cc(-c2ccccc2)nc2ccccc12	-3	0	0	2	1	-6	0	-1.9	-5
COc1ccc(NC(=O)Nc2cccc3c2O[C@H](CN(C)Cc2ccc(-c4ccccc4)cc2)[C@@H](C)CN([C@H](C)CO)C3=O)cc1	-3	3	4	-2	0	4	5	-0.8	-2
CCOC(=O)c1c(C)c(C(=O)NCCCOC)c(C)n1C	-9	0	-6	3	3	21	-3	-0.6	8
CCOc1cc(/C=N/NC(=O)c2ccc(CSc3nncn3C)cc2)ccc1OCC(=O)N1CCOCC1	4	0	2	-1	5	-3	2	0.8	-4
COc1ccc(C(=O)N2CCOC23CCN(c2ncccn2)CC3)cc1	-7	1	-2	-1	-3	10	7	0.1	5
N#Cc1cc2c(nc1SCC(=O)Nc1sc3c(c1C#N)CCC3)CCCCC2	17	0	2	5	-4	28	4	-0.9	-1
COc1ccc2nc(N=NC3=C(O)CC(C)(C)CC3=O)sc2c1	-7	-1	9	2	3	50*	15	-0.2	2
Nn1c(SCc2ccc(C(=O)O)cc2)nnc1-c1ccc(Cl)cc1Cl	9	0	0	-1	12	-16	3	-0.7	-2
O=C(N[C@H]1C/C=C\C[C@@H](CC(=O)N(CCO)Cc2ccccc2)C(=O)N2CCC[C@@H]2COC1=O)OCC1c2ccccc2-c2ccccc21	-2	0	11	1	2	-5	-1	-1.0	7
CCOC(=O)C1(Cc2ccc(Cl)cc2)CCN(C(=O)c2cc(C)nc(C)n2)CC1	0	2	9	2	-12	5	8	2.0	7
O=C(Cn1[nH]c(=O)c2ccccc2c1=O)NC1CCN(Cc2ccccc2)CC1	4	-1	5	-5	1	-2	6	-0.9	1
O=[N+]([O-])c1ccc2nc(N3CCCC3)sc2c1	-1	6	-7	0	16	10	-3	-0.9	-2
Cc1ccc(NC(=O)CSc2nccn2Cc2ccco2)c(C)c1	1	1	4	-6	1	10	5	-1.8	8
COc1ccc(C(CNC(=O)c2sccc2C)N2CCOCC2)cc1 (stereo not given)	-9	0	7	1	2	3	1	-0.7	6
CCc1nnc(NCn2nc(C)cc2C)s1	7	9	-41	-2	5	4	0	-1.0	-5
COc1ccc(Cl)cc1S(=O)(=O)N1CCC(C(=O)NCCC2=CCCCC2)CC1	11	8	6	5	5	-4	3	1.0	-2
CCC(C)(C)NC(=O)C(c1ccc(OC)cc1)N(C(=O)CCC(=O)Nc1cc(C)on1)c1ccc(F)cc1 (stereo not given)	-3	2	3	0	8	7	22	-1.2	1
